Compound activity deposited in PubChem BioAssay by National Center for Advancing Translational Sciences (NCATS).
RGS4 inhibitor – human RGS4 inhibition | P49798 | Transcreener GDP fluorescence polarization, RGS4-accelerated GTP hydrolysis | Potency, µM (series often up to 114 µM), for inactives: top-dose activity change, negative = inhibition, usual class: inhibitors | hit rate 0.039% among 390,000 | AID 504845; note: % is set by controls: 0 for no effect and ±100 for the full control effect; nearly all actives have a fitted effect of over 75% in size; some results filed as inactive show a strong effect at the top dose
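MLSMR compounds (23 nl, pin-transferred) preincubated 10 min at room temperature with a 500nM (2x) first reagent, then RGS4 at 900nM (2x) plus Transcreener GDP mix added; fluorescence polarization (620/688 nm) read before and after 90 min at 30 °C.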
Vif-A3F inh – blocks the Vif interaction with APOBEC3F; HeLa A3F-eYFP + Vif (tagged APOBEC3F with the HIV-1 protein that degrades it), YFP fluorescence increase; Potency, µM (doses to about 46.1 µM), for inactives: at the top dose activity, negative = active; hit rate 0.2% among 390,000; note: % of control where 0% means no effect; nearly all actives have a fitted effect of over 65% in size
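HeLa cells stably expressing Vif plus C-terminally eYFP-tagged A3F were seeded, incubated overnight at 37 deg C, dosed with compound, incubated overnight again at 37 deg C. Yellow fluorescence (Ex 488/Em 500-530) reported blocked Vif-mediated A3F-eYFP degradation.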
TrxR1 substrate – substrates of rat thioredoxin reductase 1; O89049; purified TrxR1 substrate turnover, NADPH consumption readout; Potency, µM (titrated, usually from 114 µM), for inactives: top-dose activity change, negative = substrate turnover; hit rate 0.01% among 390,000; AID 588456; note: % is set by controls: 0 for no effect and ±100 for the full control effect; nearly all actives have a fitted effect of over 50% in size
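Rat TrxR1, dispensed at 90 nM, was prereduced with 400 uM NADPH (final) for 5 min at ~22 deg C, then incubated with compound 15 min before 400 uM selenite. A first-read NADPH fluorescence drop versus no-compound background flagged substrates.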
Vif-A3G inh – inhibitors of Vif-APOBEC3G interaction | Q9HC16 | HeLa A3G-eYFP + Vif (tagged APOBEC3G with the HIV-1 protein that degrades it), YFP fluorescence, overnight | Potency, µM (doses to about 46.1 µM), without a hit: at the top dose activity, negative = active, usual class: inhibitors | hit rate 0.076% among 410,000;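 note: % is set by controls: 0 for no effect and ±100 for the full control effect; nearly all actives have a fitted effect of over 60% in size; hits raise eYFP signal because A3G escapes Vif-driven loss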
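HeLa cells stably expressing Vif and C-terminally eYFP-tagged A3G, seeded overnight at 37 deg C, then exposed to compound by pintool overnight at 37 deg C. Rise in yellow fluorescence (Ex 488/Em 500-530, Acumen) marks blocked Vif-driven A3G degradation.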
USP1 inh – inhibitors of human USP1/UAF1 deubiquitinase | Potency, µM (series often up to 57.1 µM), for inactives: top-dose activity change, negative = inhibition, usual class: inhibitors | hit rate 0.23% among 390,000 | recombinant USP1/UAF1, Ub-Rhodamine cleavage fluorescence | O94782 | AID 743255; note: % is set by controls: 0 for no effect and ±100 for the full control effect; nearly all actives have a fitted effect of over 60% in size; inactives centre near -12
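USP1/UAF1 complex (1 nM) preincubated 15 min at room temperature with compound, then Ub-Rho substrate (150 nM final) added. Kinetic fluorescence at 480/540 nm over 6 reads at 60 s intervals; 50 mM HEPES pH 7.8, 0.5 mM EDTA, 0.1 mg/ml BSA, 1 mM TCEP, 0.01% Tween-20.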
TrxR1 inh – blocks rat thioredoxin reductase 1. recombinant rTrxR1, NADPH fluorescence consumption, selenite substrate. O89049. Potency, µM (highest dose often 114 µM), for the others: top-dose activity change, negative = inhibition, usual class: inhibitors. AID 588453. hit rate 1% among 390,000; note: % is set by controls: 0 for no effect and ±100 for the full control effect; nearly all actives have a fitted effect of over 65% in size
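Rat TrxR1 (90 nM in the dispensed reagent) was pre-reduced with 400 uM NADPH for 5 min at room temperature, then incubated with compound for 15 min. After 400 uM selenite was added, NADPH fluorescence (Ex 340/Em 450 nm) was followed for 8 min.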
12-LOX inh – inhibitors of human 12S-lipoxygenase ALOX12; purified 12hLO, xylenol orange hydroperoxide absorbance; Potency, µM (doses to about 108 µM), inactives show top-dose activity change, negative = inhibition, hits mostly inhibitors; hit rate 1.1% among 580,000; note: % is set by controls: 0 for no effect and ±100 for the full control effect
Target sequence (P18054 whole entry, looked up): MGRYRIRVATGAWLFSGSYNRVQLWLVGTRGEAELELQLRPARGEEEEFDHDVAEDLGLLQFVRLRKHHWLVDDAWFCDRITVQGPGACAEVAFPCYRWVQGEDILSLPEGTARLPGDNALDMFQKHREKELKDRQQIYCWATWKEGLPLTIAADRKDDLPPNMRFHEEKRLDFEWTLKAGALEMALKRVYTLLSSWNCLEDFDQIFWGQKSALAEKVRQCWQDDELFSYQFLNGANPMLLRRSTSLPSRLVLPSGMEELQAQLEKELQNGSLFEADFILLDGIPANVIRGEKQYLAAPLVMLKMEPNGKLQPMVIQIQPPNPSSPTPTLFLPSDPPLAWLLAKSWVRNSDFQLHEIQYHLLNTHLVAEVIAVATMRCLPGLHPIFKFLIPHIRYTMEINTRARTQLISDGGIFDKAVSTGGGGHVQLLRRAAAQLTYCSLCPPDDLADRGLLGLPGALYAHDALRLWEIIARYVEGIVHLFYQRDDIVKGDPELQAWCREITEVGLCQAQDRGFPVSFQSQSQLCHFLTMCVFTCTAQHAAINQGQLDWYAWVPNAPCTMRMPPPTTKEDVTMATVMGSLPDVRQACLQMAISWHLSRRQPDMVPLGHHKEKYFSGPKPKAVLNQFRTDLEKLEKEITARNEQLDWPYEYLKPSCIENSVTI
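Purified human 12hLO at 150 nM in 25 mM Hepes, 0.01% Triton X-100, pH 7.0, preincubated 15 min at room temperature with compound. Reaction started with 40 uM arachidonic acid, 30 min at room temperature. Hydroperoxide measured by Fe-xylenol orange, 573/405 nm absorbance ratio.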
mIDH1 inhibitor – inhibitors of human mutant IDH1 R132H. O75874. IDH1-R132H enzyme, NADPH consumption, diaphorase/resazurin fluorescence. Potency, µM (doses to about 76.6 µM), inactives show top-dose activity change, negative = inhibition, hits mostly inhibitors. hit rate 0.093% among 390,000; note: % is set by controls: 0 for no effect and ±100 for the full control effect; nearly all actives have a fitted effect of over 65% in size
Target sequence (O75874 whole entry R132H, stated change not applied): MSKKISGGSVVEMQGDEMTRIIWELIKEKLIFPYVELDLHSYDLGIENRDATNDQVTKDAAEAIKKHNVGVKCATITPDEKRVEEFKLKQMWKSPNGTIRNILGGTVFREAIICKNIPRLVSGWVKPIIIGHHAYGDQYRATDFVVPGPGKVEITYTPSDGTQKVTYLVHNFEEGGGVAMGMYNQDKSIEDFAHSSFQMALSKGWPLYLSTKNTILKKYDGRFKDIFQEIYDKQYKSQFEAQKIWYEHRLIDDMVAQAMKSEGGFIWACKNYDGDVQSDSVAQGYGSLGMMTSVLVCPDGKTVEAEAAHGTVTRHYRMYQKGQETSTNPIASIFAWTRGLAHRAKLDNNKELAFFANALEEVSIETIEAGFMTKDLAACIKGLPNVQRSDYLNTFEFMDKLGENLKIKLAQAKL
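IDH1-R132H (0.5 ug/mL dispensed) in pH 7.5 Tris buffer was preincubated 30 min with compound, then given a substrate mix of 0.016 mM NADPH and 2 mM alpha-KG for 80 min at room temperature; remaining NADPH was read by diaphorase/resazurin fluorescence.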
RXFP1 agonist – activates the human relaxin receptor RXFP1; HEK293T-RXFP1 cAMP TR-FRET, 30 min; response scale: percent of porcine relaxin response, buffer zero; Potency, µM (doses to about 57.5 µM), for the others: at the top dose activation, usual class: activators; hit rate 0.3% among 370,000; AID 2676; note: % is set by controls: 0 for no effect and ±100 for the full control effect; nearly all actives have a fitted effect of over 60% in size; many of its hits are not listed in these tables
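HEK293 cells stably expressing RXFP1, treated 30 min at 37C with compounds plus PDE4 inhibitor Ro 20174; cAMP measured by HTRF TR-FRET. Normalized to buffer and 29 nM porcine relaxin; EC50 by Hill fit.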
An asterisk follows results filed as active; [ ] = remark or other dose. Calls come from the whole dose curve; as a rule, active = well fitted curve in the direction sought with a large enough effect; inconclusive = small, poorly fitted or top-dose-only effect, or another doubt; inactive = no such curve, though single readings can be large; an effect the other way counts as inactive or inconclusive. Potency is the fitted concentration of half-maximal effect. Some of the compounds tested; rates above refer to the full screens.

For CN(C(=O)COC(=O)C1CCN(S(=O)(=O)c2ccc3c(c2)OCCO3)CC1)c1ccccc1 the results were RGS4 inhibitor -17.2%, Vif-A3F inh 6.2%, TrxR1 substrate 4.6%, Vif-A3G inh 0.0%, USP1 inh -16.7%, TrxR1 inh 13.7%, 12-LOX inh 0.3%, mIDH1 inhibitor -1.1% and RXFP1 agonist -0.5%.
`S=C(NCc1ccc(Cl)cc1)Nc1ccccc1Cl` gave RGS4 inhibitor -23.0%, Vif-A3F inh -1.8%, TrxR1 substrate 10.9%[57.1 µM], Vif-A3G inh 2.2%, USP1 inh -14.3%, TrxR1 inh 6.7%[57.1 µM], 12-LOX inh 1.7%, mIDH1 inhibitor 4.5% and RXFP1 agonist 5.5%.
COc1ccc(NC(=O)c2ccccc2Cl)c(NC(=O)c2ccco2)c1 was read as RGS4 inhibitor -13.6%, Vif-A3F inh 12.9%, TrxR1 substrate 3.1%, Vif-A3G inh -5.0%, USP1 inh -32.5%, TrxR1 inh 2.1%, 12-LOX inh 2.0%, mIDH1 inhibitor 4.0% and RXFP1 agonist -3.7%.
`COc1ccc(C(O)P(=O)(OCC(C)C)c2ccc(N(C)C)cc2)c(OC)c1` (stereo not drawn) gave RGS4 inhibitor 24.4%, Vif-A3F inh -5.3%, TrxR1 substrate 1.0%, Vif-A3G inh -3.3%, USP1 inh -12.5%, TrxR1 inh 11.7%, 12-LOX inh 1.7%, mIDH1 inhibitor -2.2% and RXFP1 agonist -1.4%.
Screening Cn1c(CCc2ccccc2)nnc1SCC(=O)N1CCCC1 returned RGS4 inhibitor 25.1%, Vif-A3F inh 6.4%, TrxR1 substrate 9.7%[57.1 µM], Vif-A3G inh -2.1%, USP1 inh -14.2%, TrxR1 inh 17.8%[57.1 µM], 12-LOX inh 0.3%, mIDH1 inhibitor 2.5% and RXFP1 agonist 0.5%.
`COc1ccc([C@H]2CC(=O)c3c(O)cc(O)cc3O2)cc1O` gave RGS4 inhibitor 1.8%, Vif-A3F inh -9.5%, TrxR1 substrate 1.6%, Vif-A3G inh -7.6%, USP1 inh -27.4%, TrxR1 inh -12.4%, 12-LOX inh inconclusive, mIDH1 inhibitor -3.8% and RXFP1 agonist -0.2%.
O=C(CSc1nc(=O)n(CCCN2CCOCC2)c2c1CCCC2)Nc1cccc(F)c1 was read as RGS4 inhibitor -11.1%, Vif-A3F inh -5.0%, TrxR1 substrate -3.1%, Vif-A3G inh -4.3%, USP1 inh -20.3%, TrxR1 inh -20.6%, 12-LOX inh -7.0%, mIDH1 inhibitor 2.6% and RXFP1 agonist 1.1%.
COc1ccc(/C=C/c2onc(C)c2S(=O)(=O)N2CCC(C(=O)N3CCCCC3)CC2)cc1 was read as RGS4 inhibitor -1.3%, Vif-A3F inh 6.7%, TrxR1 substrate 2.7%[57.1 µM], Vif-A3G inh 3.6%, USP1 inh -1.9%, TrxR1 inh 20.0%[57.1 µM], 12-LOX inh inconclusive, mIDH1 inhibitor 16.6% and RXFP1 agonist 0.0%.
For Cn1cnc(S(=O)(=O)NC2CCN(Cc3ccccc3)CC2)c1 the results were RGS4 inhibitor 6.6%, Vif-A3F inh 2.5%, TrxR1 substrate -4.8%, Vif-A3G inh -4.3%, USP1 inh -28.8%, TrxR1 inh -2.9%, 12-LOX inh -2.0%, mIDH1 inhibitor 0.0% and RXFP1 agonist 1.4%.
O=C(COc1ccc(F)cc1)N(c1ccccn1)C1CCCCC1 was read as RGS4 inhibitor 18.3%, Vif-A3F inh 6.4%, TrxR1 substrate -2.9%, Vif-A3G inh 1.9%, USP1 inh -1.1%, TrxR1 inh 5.2%, 12-LOX inh -0.8%, mIDH1 inhibitor 8.0% and RXFP1 agonist 1.7%.
Cc1cc(=O)n2nc(N3CCCC(C(=O)N4CCOCC4)C3)sc2n1 (stereo not drawn) was read as RGS4 inhibitor 2.0%, Vif-A3F inh -4.4%, TrxR1 substrate -10.6%, Vif-A3G inh -0.3%, USP1 inh -4.8%, TrxR1 inh -11.6%, 12-LOX inh inconclusive, mIDH1 inhibitor 8.9% and RXFP1 agonist 19.4%.
COc1ccc(NC(=O)CNC(=O)c2nn(-c3ccc(OC)c(OC)c3)c(=O)c3ccccc23)c(OC)c1 was read as RGS4 inhibitor -3.9%, Vif-A3F inh 4.2%, TrxR1 substrate 2.0%, Vif-A3G inh -5.9%, USP1 inh -7.3%, TrxR1 inh 7.1%, 12-LOX inh -28.7%, mIDH1 inhibitor -3.6% and RXFP1 agonist 6.2%.
O=C(O)C1CCc2sc3[nH]c(=S)n(-c4ccccc4)c(=O)c3c21 (stereo not drawn) was read as RGS4 inhibitor -37.0%, Vif-A3F inh 4.6%, TrxR1 substrate 3.6%[57.1 µM], Vif-A3G inh -5.2%, USP1 inh -14.4%, TrxR1 inh -6.9%[57.1 µM], 12-LOX inh inconclusive, mIDH1 inhibitor 2.5% and RXFP1 agonist 4.3%.
`O=C(Nc1nnc(SCC(=O)N2CCOCC2)s1)C1CC(=O)N(c2ccc(F)cc2)C1` (stereo not drawn) gave RGS4 inhibitor -40.6%, Vif-A3F inh -19.5%, TrxR1 substrate 8.7%, Vif-A3G inh -6.3%, USP1 inh -23.8%, TrxR1 inh 0.1%, 12-LOX inh inconclusive, mIDH1 inhibitor -3.1% and RXFP1 agonist 0.1%.
Screening Fc1cccc(Cl)c1CNCCCSc1ncccn1 returned RGS4 inhibitor -1.6%, Vif-A3F inh -10.3%, TrxR1 substrate 2.2%, Vif-A3G inh 0.3%, USP1 inh -8.5%, TrxR1 inh 25.0%, 12-LOX inh inconclusive, mIDH1 inhibitor 6.0% and RXFP1 agonist 4.1%.

As a working copy, some entries already given:
`O=C(Nc1nnc(SCC(=O)N2CCOCC2)s1)C1CC(=O)N(c2ccc(F)cc2)C1` (stereo not drawn) gave RGS4 inhibitor -40.6%, Vif-A3F inh -19.5%, TrxR1 substrate 8.7%, Vif-A3G inh -6.3%, USP1 inh -23.8%, TrxR1 inh 0.1%, 12-LOX inh inconclusive, mIDH1 inhibitor -3.1% and RXFP1 agonist 0.1%.
Screening Fc1cccc(Cl)c1CNCCCSc1ncccn1 returned RGS4 inhibitor -1.6%, Vif-A3F inh -10.3%, TrxR1 substrate 2.2%, Vif-A3G inh 0.3%, USP1 inh -8.5%, TrxR1 inh 25.0%, 12-LOX inh inconclusive, mIDH1 inhibitor 6.0% and RXFP1 agonist 4.1%.

More compounds follow:
`O=C(CNC(=O)c1ccco1)NCC(=O)OCc1cccc(C(=O)Oc2ccccc2)c1` gave RGS4 inhibitor -17.9%, Vif-A3F inh -10.9%, TrxR1 substrate -5.5%, Vif-A3G inh 0.5%, USP1 inh -3.9%, TrxR1 inh -9.8%, 12-LOX inh -4.2%, mIDH1 inhibitor 4.0% and RXFP1 agonist 0.1%.
For CC1(C)Cc2nc3sc4c(OCc5ccccc5)ncnc4c3cc2CO1 the results were RGS4 inhibitor 2.7%[56.9 µM], Vif-A3F inh -4.2%, TrxR1 substrate -1.0%, Vif-A3G inh 1.4%, USP1 inh -6.3%, TrxR1 inh 4.4%, 12-LOX inh -21.2%, mIDH1 inhibitor 19.0% and RXFP1 agonist 3.2%.
For CCCCC(=O)Nc1nnc(S(=O)(=O)N(C)Cc2ccco2)s1 the results were RGS4 inhibitor 16.0%[56.9 µM], Vif-A3F inh -8.5%, TrxR1 substrate -12.0%, Vif-A3G inh 3.5%, USP1 inh -11.3%, TrxR1 inh 44.7µM*, 12-LOX inh -9.6%, mIDH1 inhibitor -2.6% and RXFP1 agonist 0.8%.
Screening COCCCNc1nc2ccccc2nc1NS(=O)(=O)c1ccc(F)cc1 returned RGS4 inhibitor 12.0%, Vif-A3F inh -1.0%, TrxR1 substrate 24.1%, Vif-A3G inh -2.1%, USP1 inh -21.1%, TrxR1 inh 15.4%, 12-LOX inh inconclusive, mIDH1 inhibitor -3.8% and RXFP1 agonist 3.5%.
For CN1CCc2nc3ccc(Cl)cc3c(-c3ccccc3Cl)c2C1 the results were RGS4 inhibitor 9.0%, Vif-A3F inh -5.9%, TrxR1 substrate 2.3%, Vif-A3G inh -3.3%, USP1 inh -27.8%, TrxR1 inh 12.3%, 12-LOX inh 7.6%, mIDH1 inhibitor inconclusive and RXFP1 agonist 2.8%.
`CCOC(=O)N1CCN(S(=O)(=O)c2ccc(OC)c(Br)c2)CC1` gave RGS4 inhibitor -23.3%, Vif-A3F inh -0.3%, TrxR1 substrate -2.8%, Vif-A3G inh -0.6%, USP1 inh -18.4%, TrxR1 inh 14.1%, 12-LOX inh -8.3%, mIDH1 inhibitor 4.4% and RXFP1 agonist 1.1%.
`Cc1ccc(-n2cc(CN(C)Cc3ncc[nH]3)c(-c3cccc(C)c3)n2)cc1` gave RGS4 inhibitor -24.0%, Vif-A3F inh -7.1%, TrxR1 substrate 1.5%[57.1 µM], Vif-A3G inh -7.1%, USP1 inh inconclusive, TrxR1 inh 7.6%[57.1 µM], 12-LOX inh -6.8%, mIDH1 inhibitor 11.3% and RXFP1 agonist 0.0%.
